TEAD-YAP inh: TEAD-YAP interaction inhibition, primary screen, TEAD-YAP interaction inhibitor project, luminescence, HEK-TIYL cells; TEAD-Gal4/YAP UAS-luciferase luminescence; inhibition, % at 9.12 µM; 640,000 compounds, 1.4% hits; AID 1259422, 2018; in the data active = inhibition above about 32%;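 also: 0% = median of test compound wells and 100% = reference inhibitor wells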
MITF inh: MITF inhibitors, primary screen, biochemical, AlphaScreen, human; Microphthalmia-associated transcription factor (Homo sapiens), O75030; 650,000 compounds, 0.91% hits; inhibition, % at 2.6 µM; AlphaScreen MITF homodimerization, bead proximity signal; AID 1259374, 2018; in the data active = inhibition above about 50%;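 also: 0% = vehicle wells with protein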
GPR151 ag: activators of human GPR151, primary screen, cell-based, PathHunter beta-arrestin, luminescence | PathHunter beta-arrestin GPR151 cells | activation, % at 11.2 µM | 650,000 compounds, 1% hits | AID 1508602, 2020; in the data active = activation above about 4.9%;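 also: 0% = median of compound wells and 100% = cells with positive control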
Target sequence (Q8TDV0 whole entry, looked up): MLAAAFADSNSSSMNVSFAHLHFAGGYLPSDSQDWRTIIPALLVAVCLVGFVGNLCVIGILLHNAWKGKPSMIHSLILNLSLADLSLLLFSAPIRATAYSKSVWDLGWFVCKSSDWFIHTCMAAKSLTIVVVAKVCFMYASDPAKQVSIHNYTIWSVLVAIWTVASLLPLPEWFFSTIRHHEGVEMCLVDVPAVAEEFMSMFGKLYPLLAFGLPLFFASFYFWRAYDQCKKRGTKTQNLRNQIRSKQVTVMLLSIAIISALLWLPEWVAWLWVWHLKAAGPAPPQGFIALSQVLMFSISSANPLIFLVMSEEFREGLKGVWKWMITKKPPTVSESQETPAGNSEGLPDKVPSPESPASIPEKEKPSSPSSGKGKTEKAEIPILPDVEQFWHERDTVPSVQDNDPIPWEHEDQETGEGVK
FBW7 activator: FBW7 E3 ligase activators, primary screen, biochemical, AlphaScreen, human; AlphaScreen FBW7–phospho-cyclin E peptide binding, activator screen; 650,000 compounds, 0.13% hits; F-box/WD repeat-containing protein 7 (Homo sapiens), Q969H0; normalized activity (activation), % at 26.1 µM; in the data active = normalized activity above about 1.9%;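 also: purified mutant Fbw7 with reduced substrate affinity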
Target sequence (Q969H0 whole entry, looked up): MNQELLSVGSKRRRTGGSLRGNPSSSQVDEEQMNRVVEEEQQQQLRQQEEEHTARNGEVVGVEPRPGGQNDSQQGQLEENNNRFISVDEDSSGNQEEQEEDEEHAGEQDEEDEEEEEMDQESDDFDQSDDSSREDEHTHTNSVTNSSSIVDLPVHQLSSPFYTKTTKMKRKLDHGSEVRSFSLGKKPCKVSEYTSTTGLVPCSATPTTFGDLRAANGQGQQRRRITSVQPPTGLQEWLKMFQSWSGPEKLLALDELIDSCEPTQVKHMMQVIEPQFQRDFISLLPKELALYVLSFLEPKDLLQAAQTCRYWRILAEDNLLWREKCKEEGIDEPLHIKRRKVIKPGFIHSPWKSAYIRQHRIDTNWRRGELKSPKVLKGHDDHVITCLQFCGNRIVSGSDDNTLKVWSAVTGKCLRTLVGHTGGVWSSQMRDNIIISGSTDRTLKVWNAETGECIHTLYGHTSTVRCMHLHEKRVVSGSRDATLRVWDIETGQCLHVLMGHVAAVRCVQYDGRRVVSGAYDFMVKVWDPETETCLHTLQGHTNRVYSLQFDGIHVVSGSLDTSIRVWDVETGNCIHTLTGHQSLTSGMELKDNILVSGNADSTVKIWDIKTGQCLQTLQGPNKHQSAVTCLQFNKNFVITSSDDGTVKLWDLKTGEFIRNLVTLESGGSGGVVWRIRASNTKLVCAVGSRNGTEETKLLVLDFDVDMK
* = called active by the depositor; . = no result given; & = joins results of further samples.

compound,TEAD-YAP inh,MITF inh,GPR151 ag,FBW7 activator
COc1cccc(CCc2nnc(CCC(=O)NC(C)(C)C)o2)c1,-28.5,6.0,-0.6,0.1
CCOc1cccc2cc(C(N)=O)c(=Nc3ccc(C(C)=O)cc3)oc12,5.0,17.3,0.6,0.2
CCOC(=O)c1sc(NC(=O)CSc2nnc(CNC(=O)COc3ccccc3)n2-c2ccc(F)cc2)c(C(=O)OCC)c1C,-3.6,-3.1,-0.5,-0.2
Cc1cc(NC(=O)COC(=O)CSCc2ccc(Cl)c(Cl)c2)no1,-12.1,-1.6,0.0,0.0
CCc1ccccc1N1C(=O)C2C3CCC(C3)C2C1=O (configuration not stated),9.0,13.7,1.4,0.0
CC(CNC(=O)c1ccc(Cl)cc1)CN(C)C (configuration not stated),2.1,-0.6,1.8,0.1
C=CCNC(=O)c1ccccc1NS(=O)(=O)c1ccc(SC)cc1,2.1,1.2,0.0,-0.1
Nc1ccc(-n2nnnc2-c2ccco2)cc1,-2.5,-3.4,-0.6,-0.1
COC(=O)[C@H]1O[C@@H](c2c(OC)c(OC)c(C)c(OC)c2OC)[C@H](C)[C@@H](O)[C@H]1C,.,9.2,-2.5,0.2
Cc1cc(Cl)c(S(=O)(=O)Nc2cccc(Br)c2)cc1OCC(N)=O,6.1,15.4,1.3,-0.2
CCc1nnc(NC(=O)Nc2ccccc2C(F)(F)F)s1,-15.2,10.4,1.1,-0.1
CNCCCCOc1ccc(C)cc1OC,-16.0,13.1,-1.0,-0.1
Cc1ccc(N2CC(c3nnc(CS(=O)(=O)c4ccccc4)o3)CC2=O)cc1 (configuration not stated),7.0,0.0,0.9,-0.1
COc1cccc(-n2c(SCC(=O)NC(C)(C)C)nnc2-c2ccncc2)c1,2.6,1.3,1.2,0.1
COc1cc(C)c(C)cc1S(=O)(=O)NCc1ccco1,3.5,5.7,-0.4,0.0
COc1cc(/C=C/[N+](=O)[O-])ccc1OC(=O)/C=C/c1ccc(F)cc1,-6.4,0.2,0.1,0.0
CC(C)COCC(CN(Cc1ccccc1)c1ccccc1)N1CCCC1 (configuration not stated),2.3&-7.5,7.3&-12.0&-0.3,0.2&0.9&-0.8,-0.2&-0.1&-0.2
Cc1ccc(C2CC(=O)NC3=C2C(=O)CC(c2ccccc2Cl)C3)cc1 (configuration not stated),7.9,17.7,0.0,0.7
CC1CCCCN1c1ccc(C(F)(F)F)cc1NC(=O)C1CCN(c2ccc(C(F)(F)F)cc2[N+](=O)[O-])CC1 (configuration not stated),8.7,6.8,0.3,-0.1
Cc1ccc(CSc2nc3ccsc3c(=O)n2Cc2ccco2)cc1,-15.1,5.2,0.4,0.0
O=C(CCN1N=C(c2ccccc2)CCC1=O)NC1CCCCC1,0.8,9.5,0.7,0.1
COc1ccc(CCNC(=O)Nc2cn(C)c3ccccc23)cc1OC,1.1,-6.5,0.2,0.1
Cc1ccc(C(=O)O/N=C(\N)c2ccc([N+](=O)[O-])cc2)cc1C,5.4,6.8,-0.1,0.2
O=C(Cn1cc(NC(=O)c2ccccn2)cn1)NCc1cccc(-n2cccn2)c1,3.6,10.3,0.6,0.0
Cc1ccc2c(c1)N(CC(=O)N1CCCC(C)C1)C(=O)CO2 (configuration not stated),20.1,2.9,0.6,-0.1
c1ccc(CNc2ccnc3c(-c4cncnc4)cnn23)nc1,6.0,14.0,0.5,-1.6
COc1ccc(OC)c(NC(=O)c2c(NCc3ccc(OC)c(OC)c3)sc3c2CCC3)c1,-0.4,-0.3,0.3,-0.1
Cc1ccc2nc(NC(=O)CN(C)S(=O)(=O)c3ccc4[nH]c(=O)ccc4c3)sc2c1,1.8,5.9,-1.1,0.1
O=C(C1CCCC1)N1CCc2ccccc21,-5.7,-1.4,-1.1,-0.1
COC(=O)c1ccc(CSc2ccc3nnc(-c4cccc(F)c4)n3n2)o1,-6.9,-5.3,-0.1,-0.2

Some of the entries so far, with each value named:
O=C(C1CCCC1)N1CCc2ccccc21
  TEAD-YAP inh: -5.7
  MITF inh: -1.4
  GPR151 ag: -1.1
  FBW7 activator: -0.1

Cc1ccc(C(=O)O/N=C(\N)c2ccc([N+](=O)[O-])cc2)cc1C
  TEAD-YAP inh: 5.4
  MITF inh: 6.8
  GPR151 ag: -0.1
  FBW7 activator: 0.2

COc1cc(/C=C/[N+](=O)[O-])ccc1OC(=O)/C=C/c1ccc(F)cc1
  TEAD-YAP inh: -6.4
  MITF inh: 0.2
  GPR151 ag: 0.1
  FBW7 activator: 0.0

COC(=O)c1ccc(CSc2ccc3nnc(-c4cccc(F)c4)n3n2)o1
  TEAD-YAP inh: -6.9
  MITF inh: -5.3
  GPR151 ag: -0.1
  FBW7 activator: -0.2

Other compounds follow.
compound,TEAD-YAP inh,MITF inh,GPR151 ag,FBW7 activator
COc1cc2nc(NCc3cccnc3)nc(NCCN3CCOCC3)c2cc1OC,-3.9,6.0,0.3,0.3
CC1=NN(c2ccccc2)C(=O)/C1=C\c1ccccc1[N+](=O)[O-],3.0,-2.6,-0.3,-0.7
CCOC(=O)c1sc(NC(=O)CSc2nnc(CNC(=O)c3cccc(C)c3)n2-c2cccc(C)c2C)c(C(=O)OCC)c1C,-0.6,-1.8,3.7,0.2
O=C(NC1CCCC1)c1ccc(N2CC3CC(C2)c2cccc(=O)n2C3)c(NS(=O)(=O)c2ccc(Cl)cc2)c1 (configuration not stated),-10.6,2.8,0.9,-0.5
CC(C)[C@@H](Cn1nc(-c2ccc(F)c(F)c2)ccc1=O)NC(=O)c1cscn1,-4.0,-5.5,1.3,0.0
O=C(O)COc1ccccc1/C=C1\SC(=S)N(NC(=O)Nc2ccccc2)C1=O,-0.3,13.7,-0.5,-0.5
Cc1n[nH]c(C)c1NC(=O)c1cccc([N+](=O)[O-])c1,4.3,0.7,-0.4,0.2
COc1ccc(/C=N/NC(=O)CNC(=O)c2ccccn2)cc1OC,-10.0,0.7,2.9,0.0
Cc1ccc(OCCCCCn2ccnc2)c(C)c1,10.6,2.9,1.3,-0.1
O=C(NCCCN1CCCC1=O)c1cccc(-c2ccccc2)n1,-2.3,2.1,-1.1,0.2
COCc1nc2ccccc2n1CC(O)COc1ccc(Cl)c(C)c1 (configuration not stated),9.3,8.4,0.8,-0.3
COc1cccc(C2C(C(=O)Nc3cccc(C)n3)=C(C)NC3=C2C(=O)CC(C)(C)C3)c1 (configuration not stated),-1.4,0.0,-0.2,0.0
O=C(CSc1nnc(CNC(=O)c2ccccc2)o1)Nc1cccc([N+](=O)[O-])c1,2.6,-9.9,2.6,0.1
Cc1nc2c(C(=O)NCc3ccccc3)cnn2c(C)c1Cc1ccc(F)cc1Cl,8.4,-0.7,1.5,0.0
O=S(=O)(c1ccc2c(c1)OCCO2)N(Cc1ccsc1)Cc1ccccn1,3.5,0.7,-0.1,0.0
Cc1cc(NC(=O)CSc2nc3ccccc3c(=O)n2CC2COc3ccccc3O2)no1 (configuration not stated),-3.8,5.0,-1.2,-0.1
COc1ccc(S(=O)(=O)NCCC2=CCCCC2)cc1NC(C)=O,13.8,-10.2,-1.7,-0.1
O=C1CCCC(=O)N1CCS(=O)(=O)N1CCN(C2CCCCC2)CC1,6.8,10.0,-0.2,0.2
O=C(COc1ccccc1Cl)NCCO,4.9,3.3,-0.7,0.2
Cc1ccc(-n2cccn2)c(CN2CCN(C3CCCC3)C(CCO)C2)c1 (configuration not stated),-3.2,0.1,-2.9,-0.1
Cc1ccn2c(CNC(C)CCn3cccn3)c(C(=O)N3CCCCCC3)nc2c1 (configuration not stated),9.9,11.3,1.0,0.0
COc1ccc(C(=NNC(C)=O)c2ccc(OC)cc2)cc1,-34.0,-4.7,-0.9,0.1
CC(C)Oc1ccc2c(=O)c(-c3ccccc3F)coc2c1,-9.7,15.5,-0.2,0.9
CCOC(=O)c1snc2c(=O)[nH]cnc12,0.5,13.4,-0.9,0.7
CCCn1c(C)cn2c3c(=O)n(Cc4ccccc4C)c(=O)n(C)c3nc12,-0.8,10.1,-0.2,0.5
O=[N+]([O-])c1ccc(NS(=O)(=O)c2ccc(Oc3ccccc3)cc2)cc1,7.1,5.6,0.4,-0.2
Cn1ncc2c(Nc3ccc(F)cc3)nc(N3CCN(CCO)CC3)nc21,-9.5,5.7,0.3,-0.1
O=C(CSc1ccc2nnc(-c3ccc(F)cc3)n2n1)Nc1cccc(F)c1,-3.4,8.1,1.7,0.1
CCOc1ccc(S(=O)(=O)N(CC(=O)Nc2ccc(OC)c(Cl)c2)c2ccccc2)cc1,-11.1,-4.0,0.3,0.0
Cc1ccc(C)c(Cc2c(C)nc3nc(SCc4c(F)cccc4Cl)nn3c2C)c1,3.0,0.6,1.1,0.2

The results go on.
The line under a structure holds: TEAD-YAP inh | MITF inh | GPR151 ag | FBW7 activator
- CCOC(=O)CC1=C(C(=O)OCC)C(c2ccccc2Cl)C(C#N)=C(N)O1 (configuration not stated)
  -5.0 | -4.9 | 1.7 | -0.1
- C=CCNC(=O)C12CCC(C)(C(=O)O1)C2(C)C (configuration not stated)
  1.1 | 4.8 | 1.2 | 0.1
- CCOc1ccccc1OC(=O)c1ccc(OC)cc1
  6.5 | 14.0 | -1.3 | 0.5
- COc1ccc(C2C3=C(CC(C)(C)CC3=O)Nc3c2c(=O)n(C)c(=O)n3C)cc1 (configuration not stated)
  3.1 | 0.8 | -0.6 | -0.6
- Cc1cccc(Nc2ccc(C(=O)N3CCCCC3)cn2)c1
  -56.1 | -6.2 | 0.7 | 0.0
- O=C(CCCN1C(=O)/C(=C/c2cccs2)SC1=S)NNC(=O)c1ccccc1O
  0.9 | 13.4 | -1.1 | 0.2
- O=C1CC(NCCc2ccccc2Cl)C(=O)N1c1ccc(-c2nc3ccccc3o2)cc1 (configuration not stated)
  -80.3 | 6.8 | -1.9 | -0.1
- CCOc1ccc(CN(C)C(=O)CNC(N)=O)cc1
  6.3 | 12.3 | -0.5 | 0.3
- CCOC(=O)C(OC(=O)CCc1nc2ccccc2[nH]c1=O)c1ccccc1 (configuration not stated)
  10.8 | 14.9 | -0.4 | 0.1
- O=C(c1ccccc1F)N1CCN(C(=O)c2ccccc2F)CC1
  0.3 | 3.3 | 0.0 | -0.1
- Cc1ccc(NC(=O)CCN2C(=S)NC(C)(C)CC2C)c(Cl)c1 (configuration not stated)
  -7.0 | -9.5 | 0.5 | -0.1
- CCN(CC)S(=O)(=O)c1ccc(F)c(C(=O)Nc2ccc(Br)cc2)c1
  12.8 | -57.9 | -0.3 | 0.1
- CCCOc1ccc(CNC(=O)CCCl)cc1
  -3.6 | 18.1 | 0.0 | 1.0
- CCOc1ccc(CC(=O)NC2CC(=O)N(c3ccc(C)c(C)c3)C2)cc1 (configuration not stated)
  0.8 | -2.6 | -0.2 | 0.0
- CC1=C(C(=O)Nc2ccccn2)C(c2cccnc2)n2ncnc2N1 (configuration not stated)
  -1.1 | 5.2 | 0.2 | -0.1
- Cc1ccccc1/C=N/NC(=O)c1ccccc1Cl
  -22.8 | 6.5 | -1.2 | 0.3
- COC(=O)c1ccccc1NC(=O)C1C2C=CC(C2)C1C(=O)O (configuration not stated)
  5.4 | 3.3 | -0.1 | -0.1
- O=C1NC(=O)N(c2ccc(Br)cc2)C(=O)/C1=C/c1ccc([N+](=O)[O-])o1
  6.1 | 46.3 | -1.1 | 0.0
- N#Cc1ccc(NS(=O)(=O)c2cc(Br)ccc2Br)cc1
  2.8 | 40.7 | 1.9 | 0.1
- CCCC(C)C(=O)Nc1cc(OC)ccc1OC (configuration not stated)
  -1.5 | 13.8 | 1.0 | -0.2
- COc1ccc(OC)c(/C=N/NC(=O)c2[nH]nc3c2CCc2ccccc2-3)c1
  1.2 | 14.4 | 0.7 | 0.0
- Cc1ccccc1Cn1ccc(NC(=O)Cn2nc([N+](=O)[O-])c(Cl)c2C)n1
  4.9 | -3.0 | 2.2 | -0.2
- O=c1c2ccccc2c(C=NCCCO)c(O)n1-c1cccc(C(F)(F)F)c1
  6.9 | 7.1 | 0.8 | 0.0
- Cc1ccc(N(C)S(=O)(=O)c2nnc(NC(=O)C(C)C)s2)cc1
  -1.2 | -10.4 | 1.1 | 0.5
- CCOC(=O)C1=C(C)N=c2s/c(=C\c3ccc(OCc4ccc(Cl)cc4Cl)c(OC)c3)c(=O)n2C1c1ccc(OC)cc1 (configuration not stated)
  -4.1 | 8.3 | -0.2 | 0.1
- CC(C)(C)OC(=O)N1CCC[C@@H]([C@@H](O)c2ccc(F)cc2)C1
  1.0 | 5.9 | -0.3 | -0.1
- COC(=O)C1CCN(Cc2nc(N3CCCCC3)c3cc(OC)c(OC)cc3n2)CC1
  -21.7 | -13.2 | 0.7 | 0.0
- O=c1[nH]c(N2CCCC2)nc2c1CN(Cc1cccn1Cc1ccccc1F)CC2
  15.7 | 3.5 | 1.5 | -0.2
- COc1ccc(C2C(C#N)=C(N)Oc3n[nH]c(C)c32)cc1COc1ccccc1C (configuration not stated)
  -1.8 | 5.8 | 1.6 | -0.1
- COc1ccc(C)cc1NC(=O)N(CC1CC1)C1CCN(CCc2ccccn2)CC1
  -13.7 | -5.9 | 1.9 | -0.2
- Cc1cccc(NC(=O)COc2cccc(C(F)(F)F)c2)n1
  -1.3 | 9.6 | -0.6 | 0.2
- Cc1ccc(S(=O)(=O)N2CCCC2)cc1S(=O)(=O)N1CCCC1
  -5.1 | 1.6 | 1.8 | -0.2

Compound activity deposited in PubChem BioAssay by The Scripps Research Institute Molecular Screening Center.

Rows were taken by chance; 3.4% or so of the library scored in one or more.
